EZH2 inh: EZH2 (human) methyltransferase inhibition. Q15910. PRC2 H3K27 methylation, DELFIA TRF, 1 h. inhibition, % at 12.5 µM. actives 0.35% (n = 57,000). AID 651548;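 active = mean inhibition of replicates at least 50% and every single replicate also reaching 50%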;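 note: dimethyl H3K27 on biotinylated H3 21-44 peptide detected by antibody; plate controls were median neutral control wells for no effect and median positive control wells for full effect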
Target sequence (Q15910 whole entry, looked up): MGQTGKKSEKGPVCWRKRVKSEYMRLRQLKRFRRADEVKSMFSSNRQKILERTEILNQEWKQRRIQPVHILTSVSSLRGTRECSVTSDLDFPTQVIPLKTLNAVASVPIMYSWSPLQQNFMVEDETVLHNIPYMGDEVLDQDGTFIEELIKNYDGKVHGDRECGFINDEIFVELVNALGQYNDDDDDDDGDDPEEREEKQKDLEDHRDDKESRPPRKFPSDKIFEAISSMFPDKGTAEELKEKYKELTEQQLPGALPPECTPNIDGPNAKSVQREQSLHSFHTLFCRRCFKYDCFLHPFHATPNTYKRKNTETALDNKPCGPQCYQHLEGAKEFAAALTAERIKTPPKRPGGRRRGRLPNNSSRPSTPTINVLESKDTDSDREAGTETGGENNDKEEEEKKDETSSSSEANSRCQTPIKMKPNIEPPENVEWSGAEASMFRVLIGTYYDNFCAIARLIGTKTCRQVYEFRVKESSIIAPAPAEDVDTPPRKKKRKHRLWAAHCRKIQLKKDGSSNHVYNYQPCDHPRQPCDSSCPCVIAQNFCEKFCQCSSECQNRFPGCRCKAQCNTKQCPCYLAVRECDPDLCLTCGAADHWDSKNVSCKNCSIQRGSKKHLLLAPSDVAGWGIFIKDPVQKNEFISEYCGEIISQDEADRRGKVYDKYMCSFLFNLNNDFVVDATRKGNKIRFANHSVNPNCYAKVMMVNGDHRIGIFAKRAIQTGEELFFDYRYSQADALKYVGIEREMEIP
IDH1 R132H inh: blocks human IDH1 R132H reductase activity; O75874; diaphorase/resazurin fluorescence, 60 min; inhibition, % at 10 µM; actives 0.18% (n = 70,000); AID 624101; in the data active = inhibition above about 34%;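 note: 0% = DMSO and 100% = no enzyme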
Active calls of the source: *; / = no result given.

Order of values: EZH2 inh | IDH1 R132H inh
- Cc1cc(C)n(S(=O)(=O)c2cc(C(=O)O)c(Cl)cc2Cl)n1
  / | 5.4
- O=C(Nc1ccc(I)cc1C(=O)NCC1CCCO1)c1ccco1 (centres undefined)
  -7 | 0.3
- C[C@@H]1CN([C@@H](C)CO)C(=O)c2cccc(NC(=O)Nc3ccccc3)c2O[C@@H]1CN(C)S(=O)(=O)c1cccs1
  / | 1.0
- COc1ccc(NC(=O)N(C)C[C@H]2Oc3c(NC(=O)C4CCCCC4)cccc3C(=O)N([C@@H](C)CO)C[C@H]2C)cc1
  1 | -0.6
- C[C@@H]1CN([C@H](C)CO)C(=O)CCCn2cc(nn2)CO[C@H]1CN(C)C(=O)C1CCCCC1
  2 | /
- C[C@@H]1CN([C@@H](C)CO)C(=O)c2cc(NC(=O)Cc3ccccc3)ccc2O[C@@H](C)CCCCO[C@@H]1CN(C)S(=O)(=O)c1ccc(F)cc1
  / | -0.2
- O=C(O)Cn1c(=O)n(CC(=O)O)c2ccccc21
  -7 | 5.3
- C[C@H](CO)N1C[C@H](C)[C@H](CN(C)C(=O)Nc2ccc(F)cc2)Oc2ncc(C#Cc3cccc(F)c3)cc2C1=O
  -17 | 1.7
- Cc1noc(C)c1NC(=O)N(C)C[C@@H]1OCc2cn(nn2)CCCC(=O)N([C@H](C)CO)C[C@@H]1C
  3 | -1.1
- C[C@H]1CN([C@@H](C)CO)C(=O)Cc2cc(NS(=O)(=O)c3ccc(Cl)cc3)ccc2O[C@H]1CN(C)Cc1ccc(Cl)c(Cl)c1
  / | -0.5

Record cards, from the list above:
Shown for `O=C(Nc1ccc(I)cc1C(=O)NCC1CCCO1)c1ccco1` (centres undefined) = EZH2 inh = -7; IDH1 R132H inh = 0.3
Shown for `COc1ccc(NC(=O)N(C)C[C@H]2Oc3c(NC(=O)C4CCCCC4)cccc3C(=O)N([C@@H](C)CO)C[C@H]2C)cc1` = EZH2 inh = 1; IDH1 R132H inh = -0.6

A second format for some results above:
Cc1cc(C)n(S(=O)(=O)c2cc(C(=O)O)c(Cl)cc2Cl)n1
  EZH2 inh: /
  IDH1 R132H inh: 5.4
O=C(Nc1ccc(I)cc1C(=O)NCC1CCCO1)c1ccco1 (centres undefined)
  EZH2 inh: -7
  IDH1 R132H inh: 0.3
C[C@@H]1CN([C@@H](C)CO)C(=O)c2cccc(NC(=O)Nc3ccccc3)c2O[C@@H]1CN(C)S(=O)(=O)c1cccs1
  EZH2 inh: /
  IDH1 R132H inh: 1.0

The results go on.
Order of values: EZH2 inh | IDH1 R132H inh
- CC(C)NC(=O)Nc1cccc2c1O[C@H](CN(C)S(=O)(=O)c1ccccc1)[C@H](C)CN([C@@H](C)CO)C2=O
  0 | -0.2
- COc1ccc(NC(=O)Nc2cccc3c2O[C@H](CN(C)Cc2ccc4c(c2)OCO4)[C@H](C)CN([C@@H](C)CO)C3=O)cc1
  8 | /
- Cn1c2ccccc2c2c3c(c4c5ccccc5n(CCC#N)c4c21)CNC3=O
  / | -0.4
- COc1ccccc1CNC(=O)C[C@@H]1C[C@@H]2c3cc(NC(=O)C4CCC4)ccc3O[C@@H]2[C@H](CO)O1
  4 | 0.3
- C[C@@H]1CCCCO[C@@H](CN(C)Cc2ccncc2)[C@@H](C)CN([C@@H](C)CO)C(=O)c2cc(NC(=O)c3ccncc3)ccc2O1
  -19 | 3.2
- CCCNC(=O)N(C)C[C@@H]1Oc2ncc(C#CCc3ccccc3)cc2C(=O)N([C@@H](C)CO)C[C@H]1C
  -8 | -0.3
- Cc1ccc(NC(=O)CSc2n[nH]c(-c3ccccc3Cl)n2)cc1C
  -4 | 0.2
- Cn1c(=O)c2c(ncn2CCCN)n(C)c1=O
  -6 | 0.1
- C[C@@H]1CN([C@H](C)CO)C(=O)c2cccc(NC(=O)NC3CCCCC3)c2O[C@@H]1CN(C)S(=O)(=O)c1ccc(Cl)cc1
  / | -0.8
- C[C@H]1CN([C@@H](C)CO)C(=O)Cc2cc(NC(=O)C3CC3)ccc2O[C@H]1CN(C)S(=O)(=O)c1cccs1
  / | 0.8
- O=C(CCCCCC(=O)Nc1ccccc1O)N/N=C/C=C/c1ccccc1
  2 | /

Only part of the results is shown (hit frequency here may not be typical).
